# Source: PubChem BioAssay
# ABHD5 PLIN5 PPI: inhibitors of human ABHD5-perilipin-5 interaction; Q00G26+Q8WTS1; Split G. princeps luciferase complementation, luminescence, 4 h; inhibition, % at 4 µM; 360,000 compounds, 0.78% hits;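 active means inhibition above the mean inhibition across every tested compound plus 3 SD, cut at about 22% in these data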;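 further: 0% = DMSO only wells and the 100% control is not disclosed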
# m5-HT2A agonist: mouse HTR2A agonism via beta-arrestin recruitment | CHO-K1 mHTR2A beta-arrestin complementation, luminescence; percent of 30 µM serotonin response | 360,000 compounds, 0.66% hits | activation, % at 7.6 µM | P35363;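 active means activation above a run cutoff, the mean activation of all tested compounds plus 3 SD, cut at about 14% in these data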;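 further: 0% = plate median of compound wells and 100% = 30 µM serotonin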
# Target sequence (P35363 whole entry, looked up): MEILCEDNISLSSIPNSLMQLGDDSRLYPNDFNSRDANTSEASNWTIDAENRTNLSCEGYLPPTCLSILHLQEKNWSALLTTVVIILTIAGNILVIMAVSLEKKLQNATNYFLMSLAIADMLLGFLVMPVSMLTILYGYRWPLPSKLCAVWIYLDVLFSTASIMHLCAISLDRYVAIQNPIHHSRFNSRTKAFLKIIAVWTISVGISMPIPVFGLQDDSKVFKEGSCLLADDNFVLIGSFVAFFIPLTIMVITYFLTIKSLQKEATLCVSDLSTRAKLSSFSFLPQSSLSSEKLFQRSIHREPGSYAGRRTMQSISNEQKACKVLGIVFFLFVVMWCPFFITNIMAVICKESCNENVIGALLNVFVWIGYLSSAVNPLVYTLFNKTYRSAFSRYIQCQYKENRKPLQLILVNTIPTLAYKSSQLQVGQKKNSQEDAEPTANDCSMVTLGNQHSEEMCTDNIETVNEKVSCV
# N-glyco inh: N-linked glycosylation inhibition; reporter increase, % at 12.5 µM; D54 ERlucT glycosylation luciferase reporter, 24 h; percent of 100 nM tunicamycin response; 360,000 compounds, 0.23% hits;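 active means mean luciferase reporter signal, scaled so untreated is 0 and the glycosylation-blocking control 100, at or above a set limit in every replicate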;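 further: luciferase carries N-glycosylation sites so blocking glycosylation raises the light; 0% = median of neutral control wells and 100% = median of 100 nM tunicamycin wells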
# Cardio protect: modulators protecting cardiomyocytes from myocardial damage | H9c2 cardiomyocytes, H2O2 injury protection, ATPLite, 2 h | AID 588492 | 360,000 compounds, 0.63% hits | protection from H2O2 cell death, % at 20 µM;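 active means compounds giving at least 50% protection of heart cells from peroxide-induced death in the single-dose screen, raw or plate-pattern-corrected value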;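 further: 0% = DMSO wells with peroxide and 100% = DMSO wells without peroxide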
# MC4R ag barr: activates human MC4R beta-arrestin recruitment; U2OS MC4R beta-arrestin complementation, luminescence; percent of melanotan II response, DMSO zero; 360,000 compounds, 0.98% hits; activation, % at 8.9 µM; AID 540308;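 active means activation above a per-plate cutoff, the mean activation of sample wells on that plate plus 3 SD, cut at about 8% in these data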
# Target sequence (P32245 whole entry, looked up): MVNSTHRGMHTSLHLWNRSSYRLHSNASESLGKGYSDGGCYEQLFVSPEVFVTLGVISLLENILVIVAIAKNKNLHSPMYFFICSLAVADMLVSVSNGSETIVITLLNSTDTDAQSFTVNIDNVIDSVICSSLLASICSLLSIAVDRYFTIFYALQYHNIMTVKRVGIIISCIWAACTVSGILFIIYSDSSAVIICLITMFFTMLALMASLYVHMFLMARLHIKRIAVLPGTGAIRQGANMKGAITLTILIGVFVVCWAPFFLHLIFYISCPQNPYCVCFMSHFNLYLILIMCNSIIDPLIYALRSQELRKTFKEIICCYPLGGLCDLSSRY
# aDG glyco act: increases alpha dystroglycan glycosylation; Pro5-aDG cells, alpha-DG glycosylation AlphaScreen (IIH6); 0% Pro5, 100% B10-LARGE cell signal; activation, % at 10 µM; 360,000 compounds, 0.22% hits;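 active means activation of at least 8% versus controls, or a plate z-score of at least 8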;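 further: Pro5 are CHO cells carrying HIG-tagged alpha-DG that lacks glycosylation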
# Exocytosis inh: blocks lytic granule exocytosis; 360,000 compounds, 0.66% hits; AID 651702; inhibition, % at 10 µM; TALL-104 LAMP-1 surface exposure, flow cytometry; cells stimulated with thapsigargin and PMA;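 active means inhibition above about 55%, limit read from the data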
# MC4R antag cAMP: antagonists of human melanocortin 4 receptor (MC4R); P32245; MC4R-expressing cells, MTII-stimulated cAMP, LANCE TR-FRET; inhibition, % at 6.5 µM; 360,000 compounds, 0.48% hits; AID 540295;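 active means inhibition above its plate's cutoff, the mean of tested wells on that plate plus 3 SD, cut at about 29% in these data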;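 further: 0% = Melanotan II alone and 100% = Melanotan II plus saturating MCL0020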
#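 Assay system: human MC4R-expressing U2OS cells; reagent: Melanotan II stimulation of cells; dosing: 6.5 µM single dose; timing: compound 30 min, challenge 1 h, detection 1 h; signal: TR-FRET cAMP assay; replicates: one well per compound, no replicates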
# iPSC survival up: increases survival of single human iPS cells; hiPSC single-cell survival, ATPlite luminescence; 100% = ROCK inhibitor wells, 0% = DMSO; survival enhancement, % at 20 µM; 360,000 compounds, 0.044% hits; in the data active means survival enhancement above about 18%;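 further: cells exposed to compounds for 16 hours before the ATP read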
# ABCB6 inh MLPCN: human ABCB6 transporter inhibition; K562-ABCB6 porphyrin accumulation, flow cytometry, 1 h; hits give low values; 360,000 compounds, 0.19% hits; fluorescence ratio to DMSO, % at 10 µM; AID 602162;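 active means fluorescence ratio to DMSO below 75%, the collection mean minus 3 SD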;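 further: signal is porphyrin accumulated inside mitochondria; 100% equals median channel fluorescence of DMSO control wells; lower ratio means ABCB6 inhibition with less porphyrin fluorescence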
# Numbers without * were called inactive.
SMILES,ABHD5 PLIN5 PPI,m5-HT2A agonist,N-glyco inh,Cardio protect,MC4R ag barr,aDG glyco act,Exocytosis inh,MC4R antag cAMP,iPSC survival up,ABCB6 inh MLPCN
CCOc1ccccc1N1C(=O)CC(N(O)c2ccccc2)C1=O (stereo not drawn),0.2,4.8,-3.4,-11.8,0.5,-0.1,7.3,6.5,2.0,93.0
O=C(NCCC(=O)N1CCCCCCC1)c1ccc(Br)cc1,9.8,-1.9,0.1,-7.4,-1.0,0.0,-3.9,5.0,-0.3,89.0
Cc1cc(OC(C)C(=O)NCc2ccccn2)c2c(C)c(C)c(=O)oc2c1 (stereo not drawn),0.8,11.5,5.7,2.8,-1.1,-0.2,-6.6,-4.0,0.6,99.0
COc1ccc(C(C)C)cc1S(=O)(=O)n1ccnc1C,2.7,2.7,1.5,9.8,0.2,0.1,-1.8,5.7,-1.4,98.0
CC(=O)NC(Cc1ccc(C)cc1)C(=O)NC1CCN(C(=O)c2cnccn2)CC1 (stereo not drawn),-0.4,1.5,1.9,-1.1,-1.5,-0.4,0.2,14.7,-3.4,104.0
COc1cc(OC)c(OC)cc1CN1CCN(c2ccccc2OC)CC1,-4.2,-2.8,3.2,-2.0,-1.8,-0.1,-0.9,0.0,0.5,106.0
CCn1ccc(C(=O)Oc2ccc(Cl)cc2)n1,4.1,0.6,0.0,-14.0,-0.9,-0.2,-0.2,3.9,3.0,95.0
O=C(COc1ccc(Br)cc1CNCCCN1CCOCC1)Nc1ccccc1,5.0,-0.2,-2.1,3.1,0.6,0.3,8.3,5.7,-1.2,102.0
CCN(CC)N=Nc1ccc(S(N)(=O)=O)cc1,4.7,-4.3,-1.0,3.0,-2.2,0.0,-3.3,0.4,0.4,97.0
O=S(=O)(c1ccc(Cl)cc1)N1CN(CC2CCCO2)c2nc3ccccc3nc21 (stereo not drawn),-1.9,2.0,-3.1,-0.2,-0.8,-0.3,3.4,16.3,1.4,98.0
COc1ccc(CCC(=O)OCC(=O)NCc2ccc3c(c2)OCO3)cc1,-0.3,-3.2,1.9,4.3,-3.0,0.2,-3.9,13.6,0.0,95.0
CC(Nc1cc(N2CCN(S(C)(=O)=O)CC2)ccc1[N+](=O)[O-])c1ccccc1 (stereo not drawn),-0.1,-1.2,-5.4,2.2,-0.3,-0.6,-5.7,16.9,5.7,106.0
Nn1c(SCC(=O)NC2CCCCCC2)nnc1C(F)(F)F,10.5,3.3,1.5,-1.3,-1.3,0.8,-11.7,2.7,3.1,96.0
C/C(=C\c1ccccc1)C(=O)c1c(C)cc(C)[nH]c1=O,4.8,0.3,0.1,1.4,-0.5,-0.2,-1.4,12.9,-0.7,95.0
ClCc1cc2ccccc2nc1Cl,-8.0,0.6,0.1,-3.3,-2.3,0.8,2.0,-2.4,0.2,93.0
CCCOc1ccc(C(=O)N2CC3(CC(c4cccc(NC(=O)[C@@H]5CCC(=O)N5)c4)=NO3)C[C@H]2C(=O)NC2(C(N)=O)CC2)cc1 (stereo partly drawn),-0.1,-4.7,2.5,1.2,-1.8,0.1,15.6,-3.5,0.6,99.0
CCC(=O)c1c[nH]c(C(=O)NCc2ccco2)c1,-0.9,4.2,6.0,5.8,1.0,-0.1,-3.0,13.8,4.2,106.0
CCOCc1nnc(NC(=O)CS(=O)(=O)c2ccc(C)cc2)s1,-4.1,-2.2,0.9,6.2,-1.4,-0.1,-9.0,-3.3,0.3,90.0
O=[N+]([O-])CC1(n2nc3ccccc3n2)CCCCC1,-9.3,-1.1,1.2,6.7,-1.4,-0.1,-2.6,3.1,-2.0,97.0
CCCCNC(=S)Nc1ccc(Oc2ccccc2)cc1,-2.2,-5.6,-2.3,-16.7,-2.9,0.5,6.1,6.2,-2.8,100.0
COc1ccc(-c2cc(CCCC(=O)NCCc3ccc(OC)cc3OC)no2)cc1,-0.4,-1.2,-1.5,-2.4,0.3,0.2,-4.2,0.3,-1.6,106.0
CCOC(=O)C1CCN(c2cc3c(cc2NC(=O)c2ccccc2F)n(C)c(=O)n3C)CC1,0.7,1.5,7.2,19.7,-0.7,-0.4,2.3,5.0,0.3,95.0
COc1ccc(CNC(=O)CCCC(=O)n2nc(C)c3ccccc32)cc1,-0.4,-2.0,-1.1,3.9,-2.6,0.0,-1.2,-2.5,0.3,106.0
O=C(O)CCCn1cc(NC(=O)c2ccc(F)cc2)cn1,-0.8,4.1,1.4,-5.7,0.3,0.2,-2.9,10.5,2.7,102.0
Cc1ccc2nc(SCC(=O)Nc3cccc(S(=O)(=O)NC4=NCCCCC4)c3)[nH]c2c1,1.4,-3.6,-3.4,-8.8,-2.1,0.0,6.1,5.7,1.0,100.0
CC(C)CN1CCC(CN(C)Cc2nc(-c3cnccn3)no2)CC1,-2.4,0.4,-2.2,5.6,-1.6,0.0,0.9,-3.0,0.6,99.0
O=C(Nc1cccc(C(F)(F)F)c1)c1cccnc1N1CCN(c2ccccc2)CC1,6.5,-1.6,-1.3,-9.4,1.6,0.1,8.1,-5.0,-0.4,96.0
CCCCOc1ccc(C(O)(CCN2CCOCC2)c2ccccc2)cc1 (stereo not drawn),-6.3,-0.5,-1.5,1.5,-1.2,0.0,4.8,-2.0,0.9,97.0
CCN(CC)C(=O)c1[nH]cnc1C(=O)NCc1ccc(CNC(=O)OC(C)(C)C)cc1,1.6,3.5,0.2,4.5,0.0,-0.2,22.5,-1.8,-0.5,97.0
Cc1[nH]c2ccc(C(=O)NCCN3CCOCC3)cc2c1C,0.7,-3.0,0.4,3.9,-2.3,0.3,-0.1,4.0,-0.6,101.0
CCCCN1C(=O)CCC(C(=O)O)C1c1ccc([N+](=O)[O-])cc1 (stereo not drawn),4.9,1.8,-2.8,10.0,-1.2,-0.1,-2.5,10.9,1.2,95.0
C/C(=N/NC(=O)c1ccccc1)C1=C(O)CC(C)(C)CC1=O,1.4,-0.5,4.6,4.0,-0.9,-0.3,-0.2,-2.8,-1.1,95.0
Cc1ccc(CN2CCN(C3CCC3)CC2CCO)cc1 (stereo not drawn),9.4,4.5,-3.3,6.7,-1.0,0.0,-0.7,0.8,0.9,96.0
O=c1c2ccc(Cl)cc2[nH]c(=S)n1CCC1=CCCCC1,0.7,-1.8,2.0,-6.1,0.3,-0.1,-2.1,27.9,0.8,93.0
COC(=O)c1cc(NC(=O)c2ccccc2)c(=O)oc1C/C=N\OCc1ccc(Cl)cc1Cl,0.4,-0.2,-1.0,-7.2,-1.3,-0.1,4.1,4.1,2.8,103.0
C/C(=N/NC(=O)c1ccccc1)C(=O)O,4.5,2.9,0.3,5.3,-1.7,0.0,12.4,-0.3,-1.9,99.0
Cc1nc2ccc(NC(=O)NCCCO)cc2s1,-0.6,1.8,-1.5,-2.7,-1.4,0.1,-1.6,1.4,4.2,103.0
CC(C)(C)[C@@H]1C=C(C(=O)NCc2ccccc2)O[C@H](OCc2ccc(CO)cc2)C1,-3.9,-1.9,1.9,0.3,-0.3,-0.2,18.8,0.4,1.9,101.0
NC(=O)c1ccccc1NC(=O)COc1ccc(Cl)cc1,46.3*,0.9,-2.6,-4.8,-3.0,-0.1,3.8,-12.8,0.3,99.0
O=C(CNC(=O)c1ccccc1F)NCCN1C(=O)S/C(=C\c2ccccc2Cl)C1=O,-0.2,9.9,0.3,11.3,-3.2,0.2,0.4,-0.1,0.6,95.0
COc1cccc(/C=C2/SC(=S)N(CCC(=O)N3CCOCC3)C2=O)c1,-1.7,-4.9,3.0,1.6,-0.8,0.2,0.0,2.5,0.4,96.0
Cc1cccc(NC(=O)C2CCCN(C(=O)Nc3ccccc3)C2)c1C (stereo not drawn),-9.5,-0.7,-1.3,-0.8,-0.9,-0.3,0.1,8.8,3.1,98.0
CN(C(=O)COC(=O)c1cc(-c2ccco2)nc2ccccc12)C1CCS(=O)(=O)C1 (stereo not drawn),0.5,0.1,-1.0,-0.1,-1.2,0.1,1.6,-4.1,-0.4,98.0
Clc1ccc(-c2cc(CN3CCOCC3)no2)cc1,-9.0,0.9,-4.1,2.4,1.6,0.0,17.7,6.2,-0.7,92.0
CC(NC(=O)c1cncc(Br)c1)c1ccc(S(N)(=O)=O)cc1 (stereo not drawn),7.5,0.3,0.3,-2.8,-1.6,-0.3,-1.3,0.3,-1.8,104.0
O=c1nc(N(c2ccccc2)c2ccccc2)[nH]c(=O)[nH]1,3.9,-2.0,5.1,-2.6,-1.6,-0.3,-3.1,2.8,0.0,98.0
COc1cc(CNCc2ccccn2)ccc1OCC(=O)NC1CCCCC1,1.9,-1.7,-2.1,13.1,-0.1,-0.1,11.8,0.1,5.4,104.0
CN1/C(=C\C(=O)CSc2nncn2C)C(C)(C)c2ccccc21,-0.4,-2.4,2.8,-5.9,0.0,-0.1,2.1,1.7,-1.2,107.0
C=CCn1c(C(CC)CC)nc2ccccc21,-7.5,-4.0,0.3,-0.1,-1.3,-0.2,3.4,-2.0,0.0,98.0
CCOc1ccc(NC(=O)CSc2ccc3nnc(-c4ccccn4)n3n2)cc1,1.6,1.5,5.1,7.9,-1.2,0.2,3.4,7.3,-0.5,98.0

# Overlap with the part before: two compounds; new compounds follow.
SMILES,ABHD5 PLIN5 PPI,m5-HT2A agonist,N-glyco inh,Cardio protect,MC4R ag barr,aDG glyco act,Exocytosis inh,MC4R antag cAMP,iPSC survival up,ABCB6 inh MLPCN
C=CCn1c(C(CC)CC)nc2ccccc21,-7.5,-4.0,0.3,-0.1,-1.3,-0.2,3.4,-2.0,0.0,98.0
CCOc1ccc(NC(=O)CSc2ccc3nnc(-c4ccccn4)n3n2)cc1,1.6,1.5,5.1,7.9,-1.2,0.2,3.4,7.3,-0.5,98.0
O=C(NCCc1nnc2ccc(NCCCN3CCOCC3)nn12)c1ccccc1,-4.9,-1.8,2.5,0.7,-2.1,0.5,-1.0,12.4,-0.5,98.0
Cc1ccc(N2CCN(S(=O)(=O)N3CCCCC3)CC2)cc1C,-3.1,-2.2,2.1,-1.7,-4.3,-0.2,-1.0,22.8,1.7,96.0
O=c1c2cc(Br)ccc2nc(-c2cccc(C(F)(F)F)c2)n1O,3.1,-0.5,2.2,20.1,1.4,0.2,2.5,10.2,1.4,94.0
CCCNC(=O)CN1C(=O)COc2ccc(S(=O)(=O)N3CCCCCC3)cc21,4.7,2.9,0.3,1.8,-0.6,0.2,-3.8,1.3,-0.5,99.0
CCCNc1c(NS(=O)(=O)c2ccc(NC(=O)CC)cc2)c(=O)oc2ccccc12,0.6,1.7,-1.0,5.5,-1.5,6.5*,1.4,0.0,1.0,95.0
Cc1cc(Cc2ccc([N+](=O)[O-])cc2)c(C)cn1,2.0,4.2,0.0,-1.9,1.3,0.0,-4.2,-6.2,-0.6,99.0
O=C(Nc1nnc(C(F)(F)F)s1)c1ccc(Br)s1,-1.5,4.6,-0.1,-27.9,-0.4,-0.1,5.8,3.4,0.3,91.0
O=C(NCC(c1cccnc1)N1CCN(c2ccccc2F)CC1)c1ccccc1 (stereo not drawn),0.6,-1.0,0.3,-3.9,1.2,-0.2,-2.6,3.0,-1.6,89.0

# Rows were taken by chance; any-hit rate near 4.5%.
